Compound activity: PubChem BioAssay, several laboratories
hERG rescue: compounds protecting human hERG from proarrhythmic drug block; hit rate 0.51% among 310,000; AID 1511; CHO-hERG, FluxOR thallium flux, dofetilide IC70 present; activation (rescue from dofetilide block), less the hit threshold, % at 10 µM;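 active = activation above the mean of controls blocked by dofetilide plus 5 SD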;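 note: thallium influx through hERG after potassium depolarization seen as dye fluorescence rise; in these data hits start at about 4.7%; inactives centre near -7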
KCNQ1 block: inhibitors of human KCNQ1 potassium channel | CHO-K1 KCNQ1, FluxOR thallium flux fluorescence; stronger effect = higher value | B-score at 10 µM | hit rate 1.3% among 310,000 | AID 2642;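 active = compounds whose thallium flux B-score, printed positive for inhibition, exceeds three library SD while starting fluorescence stays within three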;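 note: channel opened by potassium depolarization with thallium stimulus after 20 min compound exposure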
Target sequence (P51787 whole entry, looked up): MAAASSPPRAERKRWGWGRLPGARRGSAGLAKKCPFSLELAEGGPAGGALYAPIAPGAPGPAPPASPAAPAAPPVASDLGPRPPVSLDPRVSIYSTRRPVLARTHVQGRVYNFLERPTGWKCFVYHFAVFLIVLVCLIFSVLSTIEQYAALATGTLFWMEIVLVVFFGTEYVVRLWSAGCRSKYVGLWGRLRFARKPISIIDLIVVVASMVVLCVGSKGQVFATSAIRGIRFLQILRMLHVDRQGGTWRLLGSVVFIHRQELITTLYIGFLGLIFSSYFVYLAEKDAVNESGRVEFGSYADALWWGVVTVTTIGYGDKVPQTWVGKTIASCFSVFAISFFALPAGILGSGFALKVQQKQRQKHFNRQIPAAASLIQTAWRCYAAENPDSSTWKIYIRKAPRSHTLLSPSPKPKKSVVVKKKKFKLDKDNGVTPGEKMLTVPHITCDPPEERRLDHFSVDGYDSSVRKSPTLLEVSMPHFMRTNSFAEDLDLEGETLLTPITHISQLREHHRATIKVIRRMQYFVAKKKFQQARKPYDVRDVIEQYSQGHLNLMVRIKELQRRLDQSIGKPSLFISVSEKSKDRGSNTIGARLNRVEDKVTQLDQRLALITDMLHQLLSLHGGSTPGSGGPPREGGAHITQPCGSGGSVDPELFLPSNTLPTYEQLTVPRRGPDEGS
KCNK3 inh: human KCNK3 channel inhibition, primary screen | hit rate 0.84% among 340,000 | B-score at 10 µM | CHO-KCNK3 thallium flux, FluxOR fluorescence; stronger effect = lower value | O14649;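 active = B-score under library mean minus 4 SD, starting fluorescence ratio at most library mean plus 5 SD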;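 note: more negative B-score means stronger inhibition of thallium flux through KCNK3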
PolyA inh: inhibitors of polyadenylation in S. cerevisiae; S. cerevisiae SKY197-pL101 polyadenylation reporter, beta-gal luminescence; efflux-impaired pdr1/pdr3 knockout yeast; score 100 = 6 SD above DMSO; calls only at 12 µM; hit rate 0.02% among 300,000; AID 1875;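 active = lowest replicate activity score at least 50, where 100 means six control SD above control mean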;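 note: yeast exposed to compound for 9 h at 30 °C; higher score means more reporter readthrough which indicates perturbed polyadenylation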
DYRK1A inh: inhibitors of rat Dyrk1A kinase; inhibition, % at 12.5 µM; ADP-Glo luminescence, NFATc1 peptide; hit rate 0.43% among 310,000; Q63470; in the data active = inhibition above about 50%;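 note: plate controls were vehicle with enzyme for no effect and no enzyme for full effect; many of its hits are not listed in these tables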
HDAC3 inh: inhibitors of human histone deacetylase 3; hit rate 0.15% among 320,000; O15379; inhibition, % at 8.3 µM; recombinant HDAC3, fluorogenic peptide/trypsin coupled, fluorescence; AID 2718; in the data active = inhibition above about 26%, passing the limit was not always enough
KCNK9 inh: inhibitors of human KCNK9 two-pore domain potassium channel. hit rate 1.2% among 310,000. AID 488922. HEK293 KCNK9, FluxOR thallium flux fluorescence; stronger effect = lower value. B-score at 10 µM. Q9NPC2;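 active = ratio B-score over 3 SD below the library mean, with starting fluorescence within 5 SD of its mean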;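 note: negative B-score means less thallium flux so channel inhibition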
Target sequence (Q9NPC2 whole entry, looked up, the tested form may be a part): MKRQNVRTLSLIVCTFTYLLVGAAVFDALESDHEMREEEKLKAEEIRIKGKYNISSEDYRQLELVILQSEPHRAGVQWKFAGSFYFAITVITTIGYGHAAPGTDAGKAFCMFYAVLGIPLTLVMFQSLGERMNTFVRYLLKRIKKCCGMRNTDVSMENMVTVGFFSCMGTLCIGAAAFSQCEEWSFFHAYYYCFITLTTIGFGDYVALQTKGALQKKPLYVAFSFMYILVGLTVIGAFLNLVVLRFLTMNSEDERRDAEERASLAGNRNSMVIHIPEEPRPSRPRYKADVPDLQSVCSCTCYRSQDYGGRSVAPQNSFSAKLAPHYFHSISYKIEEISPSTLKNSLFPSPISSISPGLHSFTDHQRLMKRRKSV
KCNQ1 act: potentiates or activates the human KCNQ1 potassium channel; hit rate 0.35% among 310,000; CHO-K1 KCNQ1, thallium flux FluxOR fluorescence; stronger effect = higher value; P51787; B-score at 10 µM;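 active = fluorescence ratio B-score, a plate-corrected score, at least three library SD, with initial intensity B-score within 5 SD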
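Assay system: CHO-K1 cells stably expressing KCNQ1. Medium: assay buffer for compound exposure, DMSO matched across wells. Timing: 37 °C overnight plating, 90-min dark dye load, 20-min compound pretreatment. Signal: kinetic FluxOR fluorescence, 10 s baseline plus 110 s post-stimulus.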
GSK3beta inhib: human GSK3beta kinase inhibition; activity score (negative = inhibition), % at 10 µM; AID 2097; hit rate 0.038% among 300,000; GST-GSK3beta kinase, ADP-Glo luminescence, 60 min; stronger effect = lower value;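 active = more than half of replicate wells score below -50%, meaning over 50% inhibition versus plate controls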;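 note: 0% = median DMSO wells and -100% = median GW8510 positive control wells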
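Test system – GST-tagged human GSK3beta kinase, cell-free · Incubation – 60 min enzyme reaction, room temperature · Signal – ADP-Glo luminescence · Also added – peptide substrate and ATP at 25 µM · Controls – DMSO neutral wells and GW8510 at 20 µM as positive · Buffer or medium – Tris/MgCl2 kinase buffer · Measure – Luminescence-derived activity versus plate DMSO and GW8510 wells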
RGS4 act: RGS4 potentiation or activation; B-score at 10 µM; HEK293 M3R/inducible RGS4, carbachol calcium flux Fluo4; stronger effect = lower value; hit rate 0.92% among 310,000;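 active = B-score of the integrated calcium signal more than 4 SD below the library mean, with starting fluorescence not abnormally high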;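 note: negative B-score means reduced calcium response which marks RGS4 activation or potentiation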
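System – HEK293 FlpIn-TREx cells, stable M3R, doxycycline-inducible RGS4 · Reagent – ECmax carbachol challenge · Times – compound preincubation 20 min at room temperature before agonist · Technique – Fluo4 fluorescence kinetic imaging of calcium · Measure – B score of integrated Fluo4 ratio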
GSK3A inh: human GSK-3 alpha kinase inhibition | ADP-Glo luminescence, 60 min | inhibition, % at 10 µM | hit rate 0.1% among 320,000;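 in the data active = inhibition above about 50%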;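 note: GST-tagged GSK-3 alpha with peptide substrate and 25 µM ATP; 0% = DMSO neutral wells and 100% = GW8510 positive control wells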
An asterisk follows results filed as active; i = inactive; / = not tested or not shown.

SMILES	hERG rescue	KCNQ1 block	KCNK3 inh	PolyA inh	DYRK1A inh	HDAC3 inh	KCNK9 inh	KCNQ1 act	GSK3beta inhib	RGS4 act	GSK3A inh
O=C(/C=C/c1ccccc1Cl)NC1CCS(=O)(=O)C1 (centres undefined)	-1	i	i	i	-2	-1	i	i	0	i	0
CCc1ccccc1NC(=O)CNC(=O)c1ccccc1OCc1c(C)noc1C	-9	i	i	i	1	/	i	i	20	i	/
c1ccc(OCCCCn2cnc3ccccc32)cc1	-9	i	i	i	4	2	i	i	-3	i	-2
CCOC(=O)C(NC(C)=O)C(O)c1ccc([N+](=O)[O-])cc1 (centres undefined)	-9	i	i	i	-2	-11	i	i	1	i	-2
O=C(C(=O)N1CCOCC1)c1cn(CC(=O)N2CCCCC2)c2ccccc12	-8	i	i	/	6	-1	i	i	1	i	0
N#CNC(=Nc1ccc(Cl)cc1)Oc1ccccc1	0	i	i	i	2	-7	i	i	-3	i	-1
Cc1ccccc1OCCC(=O)OCC(=O)NCCNC(=O)COC(=O)CCOc1ccccc1C	-4	i	i	i	8	-2	i	i	5	i	4
CC(Oc1ccc(Br)cc1)C(=O)N1CCC(C(N)=O)CC1 (centres undefined)	-3	i	i	i	-6	2	i	i	0	i	-4
CCn1c(CC(=O)Nc2ccc(C)c(Cl)c2)nnc1SCC(=O)Nc1nc(C)cs1	-7	i	i	i	3	-4	i	i	0	i	0
CCC(=O)Nc1ccc(C(=O)N/N=C/c2cc(Br)c(OC)cc2OC)cc1	-13	i	i	i	-4	4	i	i	0	i	-3
COc1ccc(C(=O)OCC(=O)c2c(N)n(C)c(=O)n(C)c2=O)cc1OC	0	i	i	i	4	1	i	i	-1	i	-2
O=C(CN1CCc2ccccc2C1)NCc1ccco1	-10	i	i	i	1	-3	i	i	-2	i	1
CCn1c(SCC(=O)N2CCc3ccccc3C2)nc2sc(C)c(C)c2c1=O	-11	i	i	i	-1	-5	i	i	0	i	-2
COc1ccc(CCNC(=O)CSC(=O)c2ccccc2)cc1OC	-15	i	i	/	-2	0	i	i	-2	i	-3
O=C1c2ccccc2CCCC12N=NCC2c1cccc2ccccc12 (centres undefined)	-18	i	i	i	4	18	-7.6*	i	3	i	0
CCN(c1cccc(C)c1)S(=O)(=O)c1c(C)[nH]c(C)c1C(=O)N1CCCCC1	-8	i	i	i	1	0	i	i	2	i	1
COc1ccc(CCNC(=O)CNC(=O)c2ccc3c(c2)OCO3)cc1OC	-2	i	i	i	2	-6	i	i	0	i	-8
O=C(COC(=O)c1ccccn1)NCCCc1ccccc1	-5	i	i	i	3	-1	i	i	0	i	-1
COc1cccc(-c2csc(N3CCN(C(=O)C4CCCCC4)CC3)n2)c1	-14	i	i	i	0	/	i	i	1	i	/
CC(=O)c1c(C)[nH]c(C(=O)NCc2cccc(Cl)c2)c1C	-14	i	i	i	/	3	i	i	-2	i	0
CC(C)NC(=O)CN1C(=O)CSc2ccc(S(=O)(=O)N3CCCC3)cc21	-9	i	i	i	3	5	i	i	5	i	-1
Cc1ccc(S(=O)(=O)N2CCCCC2)cc1NC(=O)CNCc1ccco1	-6	i	i	i	2	-2	i	i	2	i	-6
CCc1ccc(/C=C\C(=O)N2CCc3ccccc3C2)cc1	-2	i	i	i	-4	18	i	i	2	i	-4
Cc1ccc(C(=O)N2CCN(c3nc4ccccc4n3C)CC2)cc1	-2	i	i	i	-13	/	i	i	-7	i	-1
CCOc1ccc(C(=O)CCC(=O)N(CC)CC(=O)NCc2cccs2)cc1	-8	i	i	i	16	-6	i	i	-1	i	-3

Overlap with the part before: 2 entries, followed by the next part.
SMILES	hERG rescue	KCNQ1 block	KCNK3 inh	PolyA inh	DYRK1A inh	HDAC3 inh	KCNK9 inh	KCNQ1 act	GSK3beta inhib	RGS4 act	GSK3A inh
Cc1ccc(C(=O)N2CCN(c3nc4ccccc4n3C)CC2)cc1	-2	i	i	i	-13	/	i	i	-7	i	-1
CCOc1ccc(C(=O)CCC(=O)N(CC)CC(=O)NCc2cccs2)cc1	-8	i	i	i	16	-6	i	i	-1	i	-3
O=C(NC1CCSC1=O)C1CC(=O)N(c2ccc(F)cc2)C1 (centres undefined)	-6	i	i	i	-7	-2	i	i	20	i	0
Cc1ccc(/C(O)=C2/C(=O)C(=O)N(CC(=O)O)C2c2ccc([N+](=O)[O-])cc2)cc1 (centres undefined)	-4	i	i	i	-1	1	i	i	/	i	-1
O=C(CCn1c(=O)[nH]c2ccsc2c1=O)N1CCN(c2cccc(Cl)c2)CC1	-14	i	i	i	-3	-1	i	i	1	i	8
CNC(=O)c1ccc(-c2ccc(OC)cc2)s1	-9	i	i	i	21	-208	i	i	1	i	-1
O=C(Nc1ncc(Br)s1)C1CCCN1S(=O)(=O)c1cccc2cccnc12 (centres undefined)	1	i	i	i	-11	-10	i	i	1	i	1
CCN(CC)S(=O)(=O)c1cc([N+](=O)[O-])ccc1NNC(=O)Nc1ccccc1	-1	i	/	i	/	9	i	i	0	i	-4
O=C1N(c2cccc(Cl)c2)C(c2ccc(Cl)cc2)N2CCCN12 (centres undefined)	-19	i	i	i	-3	5	i	i	-4	i	-1
CCN(C(=O)COC(=O)/C=C/c1c(C)nn(-c2ccccc2)c1C)C1CCS(=O)(=O)C1 (centres undefined)	-14	i	i	i	0	6	i	i	3	i	1
Cc1nnc(NC(=O)CSc2nnc(CC(=O)Nc3ccccc3F)n2C)s1	-9	i	i	i	1	-1	i	i	-2	i	1
CN(C)CCCN(C(=O)c1ccc(S(=O)(=O)N2CCCCCC2)cc1)c1nc2ccc(F)cc2s1	-20	i	i	i	3	/	i	i	2	i	-2
CC(=O)c1ccc(NC(=O)CCCCCn2nnc3ccccc3c2=O)cc1	-8	i	i	i	0	-9	i	i	1	i	-3
COC(=O)c1ccccc1NC(=O)c1cc(-c2ccc(C)cc2)on1	-11	i	i	i	-2	-1	i	i	2	i	-4
Cc1nn(C(C)C(=O)N2CCCCC2)c(=O)c2c1sc1ccccc12 (centres undefined)	-9	i	i	i	7	-6	i	i	6	i	/
CCC(=O)c1ccc(OCC(=O)OCC(=O)NC2CCCC2)cc1	-9	i	i	i	-1	2	i	i	-2	i	-2
Cc1cc(C)c2c(=O)c(/C=C3\NC(=S)NC3=O)coc2c1	-15	i	/	i	/	-3	i	i	2	i	-2
S=c1[nH]nc(-c2ccco2)n1/N=C/C=C/c1ccco1	-16	i	i	i	1	7	i	i	-3	i	2
Cc1nc(N2CCCCCC2)c2ccccc2n1	-10	i	i	i	3	2	i	i	-2	i	0
CCOC(=O)c1c(N)sc(C(=O)N2CCCC2)c1C	-5	i	i	/	13	8	i	i	2	i	-3
COC(=O)c1ccc(CSc2nnc(NC(C)C)s2)o1	-5	i	i	i	-1	11	i	i	1	i	2
Cc1ccc(S(=O)(=O)N2CCC(C(=O)OCC(=O)NCCc3ccccc3)CC2)cc1C	-6	i	i	i	-4	-4	i	i	2	i	-1
O=C(c1cccc(S(=O)(=O)N2CCOCC2)c1)N(Cc1ccc(F)cc1)Cc1ccco1	-21	i	i	i	2	-2	i	i	4	i	-1
CCOP(=O)(CC(C(C)=O)C(O)c1ccccc1)OCC (centres undefined)	-2	i	i	i	9	-6	i	i	-3	i	-2
CCOCCCNC(=O)C(c1ccc(C)cc1)N1CCOCC1 (centres undefined)	-9	i	i	i	6	3	i	i	-2	i	0
O=C1c2cccnc2C(=O)N1Cc1ccc(S(=O)(=O)N2CCOc3ccccc32)cc1	-3	i	i	i	-3	-6	i	i	3	i	-3
COc1cccc(NC(=O)Nc2ccccc2C(N)=O)c1	-14	i	i	i	0	-2	i	i	-1	i	8

(further entries)
SMILES	hERG rescue	KCNQ1 block	KCNK3 inh	PolyA inh	DYRK1A inh	HDAC3 inh	KCNK9 inh	KCNQ1 act	GSK3beta inhib	RGS4 act	GSK3A inh
COc1ccc(-c2[nH]ncc2CN2CCN(C(=O)c3ccco3)CC2)cc1F	-13	i	i	i	-3	-14	i	i	2	i	0
Cc1ccccc1C(=O)NC1CCN(Cc2ccccc2)CC1	-10	i	i	i	-4	2	i	i	0	i	10
COc1ccc(OC)c(S(=O)(=O)Nc2ccc3c(c2)N(C(C)=O)CCC3)c1	-11	i	i	i	4	1	i	13*	0	i	4
COc1ccc(C)cc1S(=O)(=O)N1CCN(S(=O)(=O)c2cc(C)ccc2OC)CC1	-5	i	i	i	1	-8	i	i	0	i	2
CCC1CCCCN1C(=O)CSc1nnc(-c2ccc3c(c2)OCCO3)o1 (centres undefined)	-10	i	i	i	/	-7	i	i	0	i	12
O=S(=O)(Nc1ccc(-c2ccc3nncn3n2)cc1)c1ccccc1Cl	-10	i	i	i	-6	2	i	i	1	i	-2
N#Cc1cc([N+](=O)[O-])ccc1NC(=O)COC(=O)CCC1CCCCC1	-11	i	/	i	/	4	i	i	-2	i	-1
CCOC(=O)c1c(-c2ccccc2)oc2cc(CN(C)C)c(O)c(CN(C)C)c12	-12	i	i	i	4	9	i	i	-4	i	0
COc1ccccc1NC(=O)CCc1c(C)nc2c(-c3ccc(F)cc3)c(C)nn2c1C	-14	i	i	i	1	-5	i	i	-1	i	-1
NC(=O)COC(=O)c1cc(-c2ccco2)nc2ccccc12	-16	i	i	i	5	-5	i	i	-2	i	-4
CC(C)(C)c1cc(C(=O)NCc2ccccc2)ccn1	-2	i	i	i	2	1	i	i	-1	i	-1
COC(=O)c1cc2c(=O)c3ccccc3oc2nc1/C=C/N(C)C	-12	10*	i	i	-1	0	-7.8*	i	-3	i	-2
CC(=O)c1cccc(NC(=O)CN(C)S(=O)(=O)c2ccc3c(c2)CCC(=O)N3)c1	-8	i	i	i	4	4	i	i	-7	i	0
CC(C#N)Sc1nnc(Nc2ccccc2)s1 (centres undefined)	-16	i	i	i	6	8	i	i	2	i	-1
CNc1nc(N)c([N+](=O)[O-])c(Nc2cccc(Cl)c2)n1	-3	i	i	i	/	-11	i	i	-8	i	-4
CCOC(=O)C1CCCN(c2cc(=O)n(Cc3ccc(F)cc3)c(=O)[nH]2)C1 (centres undefined)	-2	i	i	i	-4	-2	i	i	1	i	0
CCOC(=O)N=S(=O)(Oc1ccc([N+](=O)[O-])cc1)c1ccc(Cl)cc1 (centres undefined)	-2	i	i	i	-7	-10	i	i	1	i	-1
Cc1ccc(-c2noc(CCC(=O)NCCCN3CCN(c4cccc(Cl)c4)CC3)n2)cc1	-12	i	i	i	4	0	i	i	4	i	-1

A portion of the library; count on the stated rates, not on these rows.
